hiPSC survival: enhancers of single-cell hiPSC survival, primary screen, ATPlite luminescence | 100% = ROCK inhibitor wells, 0% = DMSO | survival enhancement, % at 20 µM | hit rate 0.044% among 360,000 | AID 602274, 2012; in the data active means survival enhancement above about 18%;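 further: cells exposed to compounds for 16 hours before the ATP read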
N-glyco inh: increase of ERlucT glycosylation luciferase signal, primary screen, N-linked glycosylation inhibitor project, D54 ERlucT cells, luminescence, set 2; D54 ERlucT glycosylation luciferase reporter, 24 h; percent of 100 nM tunicamycin response; reporter increase, % at 12.5 µM; hit rate 0.23% among 360,000;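 active means mean luciferase reporter signal, scaled so untreated is 0 and the glycosylation-blocking control 100, at or above a set limit in every replicate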;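 further: luciferase carries N-glycosylation sites so blocking glycosylation raises the light; 0% = median of neutral control wells and 100% = median of 100 nM tunicamycin wells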
MC4R barr agon: MC4R agonists recruiting beta-arrestin, primary screen, cell-based, luminescence, agonist arm of biased-ligand search. Melanocortin receptor 4 (Homo sapiens), P32245. U2OS MC4R beta-arrestin complementation; percent of melanotan II response, DMSO zero. activation, % at 8.9 µM. hit rate 0.98% among 360,000. AID 540308, 2011;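 active means activation above a per-plate cutoff, the mean activation of sample wells on that plate plus 3 SD, cut at about 8% in these data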
Target sequence (P32245 whole entry, looked up): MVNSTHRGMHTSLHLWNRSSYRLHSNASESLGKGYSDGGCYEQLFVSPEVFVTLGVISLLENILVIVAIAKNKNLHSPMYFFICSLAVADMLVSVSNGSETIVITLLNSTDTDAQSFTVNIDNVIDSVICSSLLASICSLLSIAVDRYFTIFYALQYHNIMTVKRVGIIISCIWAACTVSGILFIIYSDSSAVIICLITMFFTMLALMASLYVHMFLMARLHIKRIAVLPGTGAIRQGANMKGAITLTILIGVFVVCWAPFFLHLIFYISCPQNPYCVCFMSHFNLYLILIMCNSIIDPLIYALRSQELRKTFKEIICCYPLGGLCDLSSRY
MC4R antagonist: MC4R antagonists of cAMP signaling, primary screen, cell-based, TR-FRET, antagonist arm of biased-ligand search; Melanocortin receptor 4 (Homo sapiens), P32245; MC4R-expressing cells, MTII-stimulated cAMP, LANCE TR-FRET; inhibition, % at 6.5 µM; hit rate 0.48% among 360,000; AID 540295, 2011;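 active means inhibition above its plate's cutoff, the mean of tested wells on that plate plus 3 SD, cut at about 29% in these data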;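 further: 0% = Melanotan II alone and 100% = Melanotan II plus saturating MCL0020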
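System – human MC4R-expressing U2OS cells · Also added – Melanotan II · Dosing – one concentration, 6.5 µM nominal · Timing – 30-min compound, 1-h challenge, 1-h detection, room temperature · Measured by – Eu-cAMP/anti-cAMP TR-FRET, emission 671 nm · Replicates – singlicate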
ABCB6 inh MLPCN: ABCB6 transporter inhibitors, primary screen, K562-ABCB6 cells, flow cytometry, MLPCN library | ATP-binding cassette sub-family B member 6 (Homo sapiens), Q9NP58 | K562-ABCB6 porphyrin accumulation, 1 h; hits give low values | fluorescence ratio to DMSO, % at 10 µM | hit rate 0.19% among 360,000;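 active means fluorescence ratio to DMSO below 75%, the collection mean minus 3 SD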;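 further: signal is porphyrin accumulated inside mitochondria; 100% equals median channel fluorescence of DMSO control wells; lower ratio means ABCB6 inhibition with less porphyrin fluorescence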
m5-HT2A agonist: mouse Htr2a agonists via beta-arrestin recruitment, primary screen, cell-based, luminescence; 5-hydroxytryptamine receptor 2A (Mus musculus), P35363; CHO-K1 mHTR2A beta-arrestin complementation; percent of 30 µM serotonin response; activation, % at 7.6 µM; hit rate 0.66% among 360,000; AID 624169, 2012;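 active means activation above a run cutoff, the mean activation of all tested compounds plus 3 SD, cut at about 14% in these data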;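 further: 0% = plate median of compound wells and 100% = 30 µM serotonin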
Target sequence (P35363 whole entry, looked up): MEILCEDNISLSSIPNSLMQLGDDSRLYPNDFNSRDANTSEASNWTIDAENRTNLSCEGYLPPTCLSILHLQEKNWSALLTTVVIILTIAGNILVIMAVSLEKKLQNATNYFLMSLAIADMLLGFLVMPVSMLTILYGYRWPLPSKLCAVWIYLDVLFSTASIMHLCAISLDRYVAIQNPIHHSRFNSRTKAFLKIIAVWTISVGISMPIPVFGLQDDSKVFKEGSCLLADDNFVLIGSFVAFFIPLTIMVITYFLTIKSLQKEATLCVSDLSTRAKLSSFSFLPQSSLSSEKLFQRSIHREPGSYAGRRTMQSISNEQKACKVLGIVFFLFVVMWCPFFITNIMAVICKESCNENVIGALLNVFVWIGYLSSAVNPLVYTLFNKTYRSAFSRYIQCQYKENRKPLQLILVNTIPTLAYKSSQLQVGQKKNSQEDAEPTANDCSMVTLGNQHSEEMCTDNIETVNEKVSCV
Cardio protect: cardioprotection against H2O2-induced cell death, primary screen, uHTS, H9c2 cells, ATPLite luminescence; H9c2 cardiomyocytes, H2O2 injury protection, 2 h; protection from H2O2 cell death, % at 20 µM; AID 588492, 2011; hit rate 0.63% among 360,000;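 active means compounds giving at least 50% protection of heart cells from peroxide-induced death in the single-dose screen, raw or plate-pattern-corrected value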;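 further: 0% = DMSO wells with peroxide and 100% = DMSO wells without peroxide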
ABHD5 PLIN5 PPI: ABHD5-PLIN5 interaction inhibitors, primary screen, cell lysate, split luciferase complementation, luminescence; Perilipin-5 (Homo sapiens) + 1-acylglycerol-3-phosphate O-acyltransferase ABHD5 (Homo …; Split G. princeps luciferase complementation, 4 h; inhibition, % at 4 µM; hit rate 0.78% among 360,000; AID 602281, 2012;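 active means inhibition above the mean inhibition across every tested compound plus 3 SD, cut at about 22% in these data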;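 further: 0% = DMSO only wells and the 100% control is not disclosed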
aDG glyco act: activators of alpha-DG glycosylation, primary screen, uHTS, Pro5-aDG cells, AlphaScreen | alpha-DG glycosylation AlphaScreen (IIH6); 0% Pro5, 100% B10-LARGE cell signal | activation, % at 10 µM | hit rate 0.22% among 360,000;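 active means activation of at least 8% versus controls, or a plate z-score of at least 8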;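 further: Pro5 are CHO cells carrying HIG-tagged alpha-DG that lacks glycosylation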
Granule exo inh: LAMP-1 surface exposure blockers, TALL-104 cells – cell-based, flow cytometry, MLPCN library, primary screen | TALL-104 LAMP-1 surface exposure; cells stimulated with thapsigargin and PMA | inhibition, % at 10 µM | hit rate 0.66% among 360,000 | AID 651702, 2012;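 active means inhibition above about 55%, limit read from the data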
* = called active by the depositor; · = no result given.

1: CCC(=O)Nc1cccc(C2=NOC3(C2)C[C@@H](C(N)=O)N(C(=O)CC)C3)c1 (stereo partly drawn)
2: O=c1oc(CCCO)cc2ccc(Br)cc12
3: O=C(C[C@@H]1C/C=C\C[C@H](NC(=O)OCC2c3ccccc3-c3ccccc32)C(=O)OC[C@H]2CCCN2C1=O)NCCO
4: O=C(COc1ccc(Br)cc1)N(Cc1cccs1)C1CCS(=O)(=O)C1 (stereo not drawn)
5: Cc1cccnc1C(NC(=O)C1CCN(CCCc2ccccc2)CC1)c1ccc(Cl)cc1 (stereo not drawn)
6: Cc1cccc(NC(=O)CSc2nc3nc(C)cc(C)c3c(=O)[nH]2)c1
assay / entry	1	2	3	4	5	6
hiPSC survival	-2.4	-1.0	1.3	1.3	-2.0	-0.9
N-glyco inh	-1	0	-2	-1	-5	3
MC4R barr agon	-1.5	-2.2	3.4	-2.4	-1.7	2.0
MC4R antagonist	0	-2	7	8	11	3
ABCB6 inh MLPCN	98	99	102	94	94	104
m5-HT2A agonist	2	-3	6	6	-1	1
Cardio protect	7	-9	-11	-1	-6	12
ABHD5 PLIN5 PPI	5	6	-2	3	7	1
aDG glyco act	0.1	-0.2	0.0	0.3	1.2	-0.1
Granule exo inh	-1	-5	33	1	6	4

7: Cc1nnc(-c2cnn(C)c2N)n1CCCN1CCOCC1
8: Cc1nc(SCC(=O)N(CC(C)C)C2CCS(=O)(=O)C2)c(C#N)c(C)c1C (stereo not drawn)
9: Cc1cc(C)n2[nH]c(=O)c(N=Nc3cccc(C(F)(F)F)c3)c2n1
10: Cc1ccc(C(=O)CCC(=O)Nc2cccc(C(F)(F)F)c2)cc1C
11: O=C(CN1CCN(CC(=O)Nc2ccc(OCc3ccccc3)cc2)CC1)Nc1ccc(F)cc1
12: CC(=O)Nc1ccc2sccc2c1
assay / entry	7	8	9	10	11	12
hiPSC survival	1.2	-0.1	-3.7	3.2	6.2	1.9
N-glyco inh	4	2	2	2	-1	4
MC4R barr agon	-2.4	-0.1	-0.8	0.6	1.0	-1.6
MC4R antagonist	5	10	-6	-2	23	-1
ABCB6 inh MLPCN	96	102	109	99	100	103
m5-HT2A agonist	-3	-6	-2	3	2	-4
Cardio protect	-5	-2	9	-16	-8	9
ABHD5 PLIN5 PPI	-1	-1	4	-2	-8	1
aDG glyco act	-0.1	0.2	0.1	-0.1	1.8	0.0
Granule exo inh	-6	-3	-1	-3	7	-8

13: CCN(CC)CCC(c1cc(OC)c(OC)c(OC)c1)c1c(OC)cc(OC)c2c(C)cc(=O)oc12 (stereo not drawn)
14: CN(Cc1cccs1)CC(O)COCc1ccco1 (stereo not drawn)
15: CSCc1c(C(=O)Nc2ccc3c(c2)OCO3)oc2ccccc12
16: CCOC(=O)COc1ccccc1/C=N/Nc1nnc2c3ccccc3n(C)c2n1
17: COc1ccc(N2C(=O)C3C(c4ccc(C(=O)O)cc4)NC(Cc4ccccc4)(C(=O)O)C3C2=O)c([N+](=O)[O-])c1 (stereo not drawn)
18: CC(C)(C)S(=O)N1Cc2cc(CO)cc(CCO)c2[C@H]1CCO (stereo partly drawn)
assay / entry	13	14	15	16	17	18
hiPSC survival	-2.3	-0.1	-0.5	-0.6	1.2	-1.1
N-glyco inh	10	0	2	3	1	1
MC4R barr agon	-1.7	-1.5	-0.1	1.4	-3.4	-0.2
MC4R antagonist	-1	9	6	-4	4	8
ABCB6 inh MLPCN	98	98	103	97	97	101
m5-HT2A agonist	-4	-3	0	0	1	0
Cardio protect	15	2	-2	13	11	7
ABHD5 PLIN5 PPI	-2	7	-11	-2	-4	5
aDG glyco act	0.1	-0.2	-0.2	-0.2	-0.2	0.7
Granule exo inh	-4	-1	3	20	-2	3

19: O=C(CSc1nnnn1-c1ccc(O)cc1)Nc1ccc(N2CCOCC2)c(Cl)c1
20: COc1ccccc1Oc1ccc2c(c1)C(=O)N(c1ccc(O)cc1)C2=O
21: NS(=O)(=O)c1ccc(CCNC(=O)c2ccc(Br)s2)cc1
22: O=C(Nc1nnc(SCC(=O)N2CCCc3ccccc32)s1)c1ccc2ccccc2c1
23: CCOC(=O)C1=C(C)NC2=C(C(=O)CC(C)(C)C2)C1c1cccc(C)n1 (stereo not drawn)
24: COc1ccc(C(=O)OCC(=O)Nc2ccc3c(c2)OCCO3)c(OC)c1
assay / entry	19	20	21	22	23	24
hiPSC survival	-3.4	3.0	-1.6	-3.7	-1.0	-0.2
N-glyco inh	-1	2	-2	-5	-1	3
MC4R barr agon	-1.8	2.1	-0.7	-1.3	-1.3	1.5
MC4R antagonist	3	5	1	0	-3	20
ABCB6 inh MLPCN	99	99	97	94	98	85
m5-HT2A agonist	-3	2	2	5	-1	-6
Cardio protect	-3	-5	-4	-20	0	1
ABHD5 PLIN5 PPI	4	-2	-9	3	-2	8
aDG glyco act	-0.6	0.0	-0.2	0.0	0.2	-0.2
Granule exo inh	2	5	0	-1	-1	-4

Retrieved by compound from the list above, 2 records:
22: O=C(Nc1nnc(SCC(=O)N2CCCc3ccccc32)s1)c1ccc2ccccc2c1
20: COc1ccccc1Oc1ccc2c(c1)C(=O)N(c1ccc(O)cc1)C2=O
assay / entry	22	20
hiPSC survival	-3.7	3.0
N-glyco inh	-5	2
MC4R barr agon	-1.3	2.1
MC4R antagonist	0	5
ABCB6 inh MLPCN	94	99
m5-HT2A agonist	5	2
Cardio protect	-20	-5
ABHD5 PLIN5 PPI	3	-2
aDG glyco act	0.0	0.0
Granule exo inh	-1	5

Going on with the list.
25: COc1ccc2[nH]c(=O)c(CN(C)C(=O)c3ccncc3)cc2c1
26: Cn1cc(CN2CCC(n3nccc3NC(=O)c3ccccc3Cl)CC2)c2ccccc21
27: CC(C)(C)NC(=O)C1c2ccccc2OCC(=O)N1CC(F)(F)F (stereo not drawn)
28: CC(=O)Nc1ccc(S(=O)(=O)N(C)CC(=O)Nc2cccc(S(=O)(=O)N3CCCC3)c2)cc1
29: CN1CCN(c2ncnc3sc(-c4ccccc4)cc23)CC1
30: CC1CCCN(S(=O)(=O)c2ccc(NC(=O)C3CC(=O)N(c4ccccc4)C3)cc2)C1 (stereo not drawn)
assay / entry	25	26	27	28	29	30
hiPSC survival	-2.3	-0.5	-1.1	-0.2	-0.9	-0.4
N-glyco inh	0	0	·	-1	2	-2
MC4R barr agon	0.1	0.5	·	-1.7	0.3	-0.5
MC4R antagonist	6	-1	·	10	1	13
ABCB6 inh MLPCN	94	103	97	104	96	99
m5-HT2A agonist	-1	0	5	-6	-8	-1
Cardio protect	-2	1	·	0	41	-1
ABHD5 PLIN5 PPI	1	14	7	6	3	-6
aDG glyco act	0.0	-0.1	-0.2	0.0	-0.4	0.3
Granule exo inh	1	2	2	-1	-10	7

Look-ups from the list.
#28 – ABHD5 PLIN5 PPI = 6
#27 – Granule exo inh = 2
#30 – ABCB6 inh MLPCN = 99

Other compounds follow.
31: O=C(NCCCN1CCCC1=O)c1cc(COc2ccc(F)cc2F)on1
32: Cc1cccc(-n2ncc3c(NCc4ccc5c(c4)OCO5)ncnc32)c1
33: CCOc1ccc(CCN2C(=O)C(=O)N([C@@H](Cc3ccccc3)CN3CCC[C@H]3CN3C(=O)C(=O)NC[C@@H]3Cc3ccccc3)C[C@@H]2CC(C)C)cc1
34: COc1cc(S(=O)(=O)N2CCOCC2)ccc1NC(=O)COC(=O)c1ccc(Cl)nc1
35: O=C(NC1CC2CCCC(C1)N2C(=O)NC1CCCCC1)c1ccc(F)cc1 (stereo not drawn)
36: CC(NC(=O)CSc1nc2ccccc2n1C)c1ccccc1 (stereo not drawn)
assay / entry	31	32	33	34	35	36
hiPSC survival	-0.3	1.1	0.2	-0.3	-1.7	-0.2
N-glyco inh	3	0	·	4	-1	2
MC4R barr agon	-0.4	4.4	·	-1.6	3.8	1.1
MC4R antagonist	-4	4	·	4	-1	-4
ABCB6 inh MLPCN	106	95	91	99	90	169
m5-HT2A agonist	-12	-3	-6	0	-3	-7
Cardio protect	-1	-7	·	-5	-2	5
ABHD5 PLIN5 PPI	3	-4	15	1	3	3
aDG glyco act	-0.2	0.0	0.1	0.0	0.0	-0.1
Granule exo inh	-3	-4	9	14	1	6

Along the list, quoted from above.
Compounds 31–36 in aDG glyco act, in turn: -0.2, 0.0, 0.1, 0.0, 0.0, -0.1
Compounds 31–36 in MC4R antagonist, in turn: -4, 4, ·, 4, -1, -4
Compounds 31–36 in ABCB6 inh MLPCN, in turn: 106, 95, 91, 99, 90, 169

Continued:
37: Cc1cc(C)nc(SCc2nnc(SCC(=O)NCc3ccco3)n2-c2ccccc2)n1
38: O=C(O)c1ccc(Oc2ccccc2)o1
39: COc1ccc(CCN2CCCC(CN(C)C(=O)c3ccoc3C)C2)cc1 (stereo not drawn)
40: N#C/C(=C\c1ccco1)C(=O)Nc1ccc(S(N)(=O)=O)cc1
41: CCN1CCN(CCCNC(=O)c2ccc3c(c2)NC(=O)c2ccccc2S3)CC1
42: O=C(C(=O)N1CCN(c2ccccc2F)CC1)c1c[nH]c2ccccc12
assay / entry	37	38	39	40	41	42
hiPSC survival	-0.1	0.4	-0.3	0.5	-1.2	-0.5
N-glyco inh	-1	1	0	0	-6	-1
MC4R barr agon	0.5	-2.8	-2.8	0.9	-1.0	-1.7
MC4R antagonist	-2	12	8	-18	-2	-3
ABCB6 inh MLPCN	101	94	99	115	93	102
m5-HT2A agonist	-2	10	-6	5	-5	-1
Cardio protect	7	3	-3	4	16	-2
ABHD5 PLIN5 PPI	3	2	-4	6	-2	0
aDG glyco act	-0.1	0.0	-0.1	-0.2	0.3	0.0
Granule exo inh	6	-1	-3	-3	-4	1
